APOBEC3G inh: blocks human APOBEC3G single-stranded DNA deamination. recombinant A3G, ssDNA deamination FAM/TAMRA fluorescence. inhibition, % at 20 µM. actives 0.28% (n = 330,000). AID 493012;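 active = inhibition of at least 40% at 20 µM, with no more than 30% in the related APOBEC3A deaminase screen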;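 note: plate controls were DMSO wells with A3G for no effect and wells lacking A3G enzyme for full effect; some compounds called inactive have numbers as strong as hits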
Target sequence (Q9HC16 whole entry, looked up): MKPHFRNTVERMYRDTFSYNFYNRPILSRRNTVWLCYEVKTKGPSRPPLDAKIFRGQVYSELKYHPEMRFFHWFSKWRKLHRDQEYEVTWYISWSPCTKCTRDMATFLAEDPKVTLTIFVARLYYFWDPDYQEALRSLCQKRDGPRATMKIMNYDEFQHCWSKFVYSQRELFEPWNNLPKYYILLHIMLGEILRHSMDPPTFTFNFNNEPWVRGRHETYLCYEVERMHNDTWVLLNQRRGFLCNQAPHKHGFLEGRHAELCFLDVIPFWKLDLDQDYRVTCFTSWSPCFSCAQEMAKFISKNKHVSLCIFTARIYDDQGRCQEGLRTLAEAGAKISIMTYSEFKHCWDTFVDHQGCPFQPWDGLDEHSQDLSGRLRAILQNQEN
mIAP block: blocks mouse intestinal alkaline phosphatase; purified mouse IAP, CDP-Star luminescence, 30 min; inhibition, % at 10 µM; actives 0.2% (n = 330,000); AID 2806;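 active = inhibition of at least 40% at 10 µM in the primary screen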;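 note: plate controls were DMSO with enzyme for no effect and no enzyme wells for full effect; values of inactives mirror those of a sister screen read the other way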
NALP3 yeast inh: blocks the NALP3 inflammasome reconstituted in yeast. Yeast reconstituted NLRP3/ASC/caspase-1, beta-gal luminescence, 24 h. inhibition, % at 10 µM. AID 2825. actives 0.39% (n = 330,000);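 active = inhibition of 50% or more; inactive = inhibition below 50%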;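 note: plate controls were induced DMSO wells for no effect and uninduced yeast grown without galactose for full effect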
hIAP act: increases human intestinal alkaline phosphatase activity; actives 0.16% (n = 330,000); purified human IAP, CDP-Star luminescence, 30 min; active compounds read high; 1 = vehicle-only enzyme, 0 = enzyme-free background; P09923; activation factor at 10 µM;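 active = activation factor of the enzyme at least 2-fold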; note: the source names both 10 and 20 µM as test concentration; values of inactives mirror those of a sister screen read the other way
Target sequence (P09923 whole entry, looked up): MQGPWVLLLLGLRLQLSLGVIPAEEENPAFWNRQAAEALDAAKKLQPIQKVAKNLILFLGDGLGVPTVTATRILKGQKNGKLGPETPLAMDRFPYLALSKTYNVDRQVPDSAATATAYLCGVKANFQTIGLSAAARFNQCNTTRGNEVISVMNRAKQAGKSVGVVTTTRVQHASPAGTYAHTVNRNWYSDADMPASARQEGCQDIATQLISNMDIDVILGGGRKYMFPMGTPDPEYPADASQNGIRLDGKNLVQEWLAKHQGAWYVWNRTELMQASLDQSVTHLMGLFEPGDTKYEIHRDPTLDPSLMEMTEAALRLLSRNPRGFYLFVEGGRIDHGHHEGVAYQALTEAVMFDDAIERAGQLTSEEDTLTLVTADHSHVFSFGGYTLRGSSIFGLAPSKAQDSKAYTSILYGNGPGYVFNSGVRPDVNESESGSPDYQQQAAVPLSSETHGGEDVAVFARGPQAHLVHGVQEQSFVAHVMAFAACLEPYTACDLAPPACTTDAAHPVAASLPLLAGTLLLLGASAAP
A3A deaminase: human APOBEC3A DNA deaminase inhibition. P31941. recombinant A3A, FAM/TAMRA ssDNA deamination fluorescence. inhibition, % at 20 µM. actives 0.41% (n = 330,000). AID 493011;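 active = at least 40% inhibition at 20 µM here, with at most 30% in a related deaminase screen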;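 note: plate controls were A3A with DMSO for no effect and wells lacking A3A enzyme for full effect; some results filed as inactive read as strong as hits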
SENP1 inh: SENP1 (human) catalytic domain inhibition; Q9P0U3; recombinant SENP1 catalytic domain, CyPet-SUMO1-YPet FRET cleavage; inhibition, % at 10 µM; actives 0.21% (n = 360,000); AID 624204;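 active = inhibition at least 30% at 10 µM, raw YFP signal under a set limit, fluorescence ratio 0.5 to 1.5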;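 note: 0% = enzyme with DMSO and 100% = no enzyme wells; some results filed as inactive read as strong as hits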
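Test system: recombinant human SENP1 catalytic domain, His6-tagged / Medium: pH 8 Tris buffer with EDTA, NaCl, BME, BSA, NP40, catalase / Also added: SUMO1 FRET substrate flanked by Cypet and Ypet, 25 nM / Times: 50 min reaction at room temperature / Signal: FRET, CFP and YFP emission / Control set: no-enzyme low control and enzyme-plus-DMSO high control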
hIAP block: human IAP inhibition. P09923. purified IAP, CDP-Star luminescence, 30 min. inhibition, % at 10 µM. actives 0.12% (n = 330,000);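 active = inhibition reaching a set limit with compound at 10 µM in the primary screen, cut at about 35% in these data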;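 note: plate controls were DMSO wells with enzyme for no effect and no-enzyme buffer wells for full effect; values of inactives mirror those of a sister screen read the other way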
beta cell repl: induces beta-cell replication in MIN6 cells. actives 0.29% (n = 330,000). MIN6 cells proliferation, ATPlite luminescence, 48 h; cells starved in 0.2% serum; 100% = growth in 10% serum. proliferation, % at 10 µM;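 active = compounds whose signal lies at least 3.5 SD above the mean of all wells on their plate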;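 note: 0% = DMSO-treated cells in low-serum medium and 100% = 10% serum control; some compounds called inactive have numbers as strong as hits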
mIAP activ: increases mouse intestinal alkaline phosphatase activity. muIAP, CDP-Star luminescence, 30 min; active compounds read high; 1 = vehicle-only enzyme signal, 0 = enzyme-free wells. activation factor at 10 µM. actives 0.24% (n = 330,000). AID 2805;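 active = activation factor of at least 2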; note: the source names both 10 and 20 µM as test concentration; values of inactives mirror those of a sister screen read the other way
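Assay system: mouse IAP enzyme / Compound: DMSO-dissolved test compounds / Timing: 30 min, room temperature / Measured by: luminescence from enzymatic CDP-Star hydrolysis / Control set: DMSO-only wells, enzyme-free buffer wells as negative control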
* hit, by the source's call; / = not tested or not shown.

Molecule | APOBEC3G inh | hIAP block | hIAP act | beta cell repl | mIAP block | SENP1 inh | mIAP activ | A3A deaminase | NALP3 yeast inh
CCN1CCN(c2nc(C)c3c(n2)CCCC3=O)CC1 | -6 | 17 | 0.83 | -3 | -6 | 1 | 1.1 | -1 | 6
COCCCNc1nc2ccccc2nc1NS(=O)(=O)c1ccc(F)cc1 | -6 | -8 | 1.1 | -2 | -3 | -2 | 1 | 4 | -3
CSCCC(NS(=O)(=O)c1ccc(C)c(C(=O)O)c1)C(=O)O (stereo not given) | 3 | -10 | 1.1 | 0 | -1 | 2 | 1 | 15 | 13
N/C(=N\OC(=O)c1ccc([N+](=O)[O-])cc1)c1ccc(Br)cc1 | 1 | 11 | 0.89 | -1 | 6 | 0 | 0.94 | -1 | 17
COc1ccc(/C=N/NC(=O)c2ccc(COc3ccccc3Cl)o2)c(OC)c1C | -8 | -4 | 1 | 0 | 7 | -2 | 0.93 | -2 | 12
COc1cc(NC(=O)c2cc([N+](=O)[O-])ccc2NC(=O)CN2CCN(c3ccccn3)CC2)cc(OC)c1 | 1 | -35 | 1.4 | -6 | -1 | 0 | 1 | 0 | 11
O=C1/C(=C/c2ccccc2F)SC(=S)N1CCC(=O)N1CCCCC1CCO (stereo not given) | -2 | -21 | 1.2 | -2 | 4 | 2 | 0.95 | -2 | 10
O=C(NCc1ccccc1F)C1CCCN(C(=O)Nc2ccc(F)cc2)C1 (stereo not given) | -14 | 2 | 0.98 | 2 | 0 | 3 | 0.99 | -4 | -2
COc1ccc(NC2CCCN(C(=O)c3ccc4nccnc4c3)C2)cc1OC (stereo not given) | 0 | 7 | 0.93 | -2 | 2 | 1 | 0.98 | -5 | 18
O=C1OCCC1Sc1nc2ccccc2c(=O)n1-c1ccc(F)cc1 (stereo not given) | -7 | -10 | 1.1 | 1 | -10 | -1 | 1.1 | -1 | -4
COC(=O)COc1ccc(Oc2nc(SC)nc(N(C)C)n2)nn1 | -3 | 2 | 0.98 | 1 | 0 | 0 | 1 | -2 | -4
CCCCCC(=O)Nc1ccccc1N1CCOCC1 | -1 | 1 | 0.99 | 2 | -4 | -1 | 1 | 3 | 16
O=C(Cn1c(=O)cnc2ccccc21)Nc1ccccc1N1CCOCC1 | -1 | -4 | 1 | -2 | -1 | 0 | 1 | 1 | -4
COc1ccccc1C(=O)N/C(=C\c1ccc2c(c1)OCO2)C(=O)NCCc1nc2ccccc2[nH]1 | -7 | -2 | 1 | 0 | 6 | -2 | 0.94 | -1 | -1
CC(=O)c1nn(-c2cccc(Br)c2)cc1C(=O)c1ccco1 | 1 | 10 | 0.9 | 1 | 4 | -3 | 0.96 | 1 | -1
CCN(Cc1ccncc1)C(=O)C(CO)c1ccccc1 (stereo not given) | -6 | -2 | 1 | 8 | -3 | 3 | 1 | -2 | 2
O=S(=O)(N/N=C1\CC(c2ccccc2)Oc2ccccc21)c1ccccc1 (stereo not given) | -6 | 2 | 0.98 | -2 | 3 | 1 | 0.97 | 1 | -1
CCCOc1ccc(Cl)cc1CN1CCOCC1 | -3 | 3 | 0.97 | -3 | 7 | 1 | 0.93 | 5 | 21
CCCC(CNC(=O)COC(=O)C1=NNC(=O)CC1)c1ccc(Cl)cc1Cl (stereo not given) | -5 | -19 | 1.2 | -1 | 3 | 1 | 0.97 | 2 | 1
Cc1cc2ncn(S(=O)(=O)N3CCOCC3)c2cc1C | -5 | 11 | 0.89 | -2 | -16 | 3 | 1.2 | -6 | 23
CC(=O)c1ccc(S(=O)(=O)N2CCN(C(=O)CCC3CCCC3)CC2)cc1 | 0 | -16 | 1.2 | -4 | 5 | 3 | 0.95 | -4 | 19
Fc1ccc(Oc2ccc3nnc(C(F)(F)F)n3n2)cc1 | -4 | -12 | 1.1 | -2 | 4 | -2 | 0.96 | 1 | 49
Cc1ccccc1C(=O)N1CCC(C(=O)NCCc2ccc(S(N)(=O)=O)cc2)CC1 | -12 | 14 | 0.86 | -1 | 3 | -2 | 0.97 | -5 | 4
Cc1c(N=Cc2ccc(-c3ccc(Cl)cc3)o2)c(=O)n(-c2ccccc2)n1C | -4 | -18 | 1.2 | -2 | 0 | -10 | 0.99 | -7 | 11
CCCN1C(=O)C(NC(C)=O)c2cc(OC)ccc21 (stereo not given) | -7 | -16 | 1.2 | 0 | 7 | 4 | 0.93 | -4 | 18
COc1ccc(C(C(=O)NC2CCCC2)N(C(=O)CNC(=O)c2ccco2)c2cccnc2)cc1 (stereo not given) | -11 | 3 | 0.97 | 0 | 0 | 0 | 1 | -3 | 15
c1csc(-c2nnc3ccccn23)c1 | -5 | 7 | 0.93 | -1 | 9 | 0 | 0.91 | -2 | -4
NS(=O)(=O)c1ccc(NC(=S)NC2CC2)cc1 | -1 | -4 | 1 | -4 | 5 | 3 | 0.95 | -5 | 23
COc1cc(S(=O)(=O)NCc2ccccn2)ccc1Cl | -1 | -32 | 1.3 | 0 | 1 | -1 | 0.99 | -4 | 15
O=Cc1ccc(-c2ccccc2OC(F)(F)F)o1 | -6 | 2 | 0.98 | -3 | 0 | -2 | 0.99 | -3 | 7
CCOC(=O)c1ccc(Oc2c(C)oc3c(CN4CCN(C)CC4)c(O)ccc3c2=O)cc1 | -5 | -4 | 1 | -3 | 4 | -3 | 0.96 | -3 | 17
O=C(CSc1nnc(-c2ccc(C(F)(F)F)cn2)s1)c1ccccc1 | -2 | 1 | 0.99 | 1 | 12 | 5 | 0.88 | 0 | -5
Cc1ccc(NC(=O)C(=O)NCC2CCCO2)cc1 (stereo not given) | -3 | 2 | 0.98 | -2 | 11 | 0 | 0.89 | 0 | 5
COc1cc2cc(CCCOC(=O)CCCC(=O)O)oc(=O)c2cc1OC | -9 | -16 | 1.2 | -3 | -3 | 3 | 1 | 0 | 21
NS(=O)(=O)c1ccc(N2N=C(c3ccccc3)CC2c2ccc(F)cc2)cc1 (stereo not given) | 1 | -21 | 1.2 | -6 | -108 | -56 | 2.1* | -1 | 8
Cc1ccc(CN(Cc2cccnc2)C(=S)Nc2cccc(Cl)c2C)cc1 | -2 | -3 | 1 | -5 | 5 | 0 | 0.95 | 0 | 15
CC1=NN(c2ccccc2)C(=O)C1C(=O)c1cc([N+](=O)[O-])cc([N+](=O)[O-])c1 (stereo not given) | -3 | -1 | 1 | 3 | 2 | 2 | 0.97 | -1 | 7
COc1ccc(Cn2cc(F)c(=O)n(CCC(C)C)c2=O)cc1[N+](=O)[O-] | -4 | 4 | 0.96 | 0 | 6 | 1 | 0.94 | 4 | 15
CCN(CC(=O)NCc1ccc(Cl)cc1)C(=O)C(C)Sc1ccccc1 (stereo not given) | -7 | -1 | 1 | -1 | -10 | 2 | 1.1 | -5 | 0
CCOC(=O)/C=C/C(=O)Nc1nccs1 | 6 | 4 | 0.96 | 0 | 12 | 1 | 0.88 | 4 | 18
Cc1cccc(-n2nnc(C(=O)NC3CCCc4ccccc43)c2N)c1 (stereo not given) | -2 | 10 | 0.9 | -5 | -3 | 3 | 1 | -3 | 39
Cc1ccc(NC(=O)CCn2c(=O)[nH]c3ccsc3c2=O)cc1C | -1 | 6 | 0.94 | 0 | 5 | 2 | 0.95 | 0 | 19
CC(C)c1ccc(OCC(=O)NCc2ccco2)cc1 | 0 | 8 | 0.92 | -1 | 4 | -1 | 0.96 | 1 | 20
O=C(NCCc1ccccc1)C1CCN(C(=O)c2ccc([N+](=O)[O-])cc2)CC1 | -4 | 13 | 0.87 | 0 | 5 | 1 | 0.95 | -3 | 6
COc1ccccc1NC(=O)c1ccc(S(=O)(=O)N(C)c2ccccc2OC)cc1 | -7 | 22 | 0.79 | -3 | 7 | 2 | 0.93 | -4 | 5

Part of the list above, as labelled records:
> Cc1ccc(CN(Cc2cccnc2)C(=S)Nc2cccc(Cl)c2C)cc1
- APOBEC3G inh: -2
- hIAP block: -3
- hIAP act: 1
- beta cell repl: -5
- mIAP block: 5
- SENP1 inh: 0
- mIAP activ: 0.95
- A3A deaminase: 0
- NALP3 yeast inh: 15

> CC1=NN(c2ccccc2)C(=O)C1C(=O)c1cc([N+](=O)[O-])cc([N+](=O)[O-])c1 (stereo not given)
- APOBEC3G inh: -3
- hIAP block: -1
- hIAP act: 1
- beta cell repl: 3
- mIAP block: 2
- SENP1 inh: 2
- mIAP activ: 0.97
- A3A deaminase: -1
- NALP3 yeast inh: 7

> COc1ccc(Cn2cc(F)c(=O)n(CCC(C)C)c2=O)cc1[N+](=O)[O-]
- APOBEC3G inh: -4
- hIAP block: 4
- hIAP act: 0.96
- beta cell repl: 0
- mIAP block: 6
- SENP1 inh: 1
- mIAP activ: 0.94
- A3A deaminase: 4
- NALP3 yeast inh: 15

> CCN(CC(=O)NCc1ccc(Cl)cc1)C(=O)C(C)Sc1ccccc1 (stereo not given)
- APOBEC3G inh: -7
- hIAP block: -1
- hIAP act: 1
- beta cell repl: -1
- mIAP block: -10
- SENP1 inh: 2
- mIAP activ: 1.1
- A3A deaminase: -5
- NALP3 yeast inh: 0

Remaining list, next part:
Molecule | APOBEC3G inh | hIAP block | hIAP act | beta cell repl | mIAP block | SENP1 inh | mIAP activ | A3A deaminase | NALP3 yeast inh
CN(C)S(=O)(=O)c1cc(NC(=O)COC(=O)CCSc2ccc(Cl)cc2)ccc1Cl | 1 | 10 | 0.9 | 0 | 2 | 2 | 0.98 | -1 | 8
COc1cc(C(=O)OC2CSCC2NC(=O)c2ccccc2)cc(OC)c1OC (stereo not given) | -1 | 4 | 0.96 | -2 | 7 | 0 | 0.93 | -1 | 18
COc1ccccc1CNC(=O)/C=C/c1ccc(S(=O)(=O)NCc2ccco2)cc1 | -4 | 7 | 0.93 | 2 | 9 | 2 | 0.91 | 0 | 18
N#Cc1nc(-c2ccc(F)cc2)oc1N1CCCCC1 | 3 | 1 | 0.99 | -5 | -6 | 1 | 1.1 | 2 | -3
COc1ccc2cc(C(=O)Nc3ccc(O)cc3)sc(=O)c2c1OC | -8 | -4 | 1 | -1 | 1 | -1 | 0.99 | -9 | -18
S=C(NCc1cccc(Cl)c1)NC1CCCCC1 | -13 | -29 | 1.3 | -5 | -147 | 1 | 2.5* | -8 | 21
O=C(NCc1ccccn1)c1cccn1-c1ncc(C(F)(F)F)cc1Cl | -2 | -2 | 1 | -3 | 10 | -1 | 0.9 | 4 | 17
Cc1ccc(/C=C/c2nnc(-c3cccs3)o2)cc1 | -4 | -2 | 1 | 0 | 5 | 1 | 0.95 | 1 | 41
COC(=O)C1CCN(CC(=O)Nc2ccc3c(c2)OCCO3)CC1 | -5 | -4 | 1 | -5 | -8 | 0 | 1.1 | -5 | 13
C[C@]12c3[nH]c4ccc(Cl)cc4c3CCN1C(=O)[C@@H](CC(=O)NCC13CC4CC(CC(C4)C1)C3)C[C@@H]2C(=O)N1CCCCC1 | 1 | / | / | / | -26 | 2 | 1.3 | 1 | /

As entered above.
In SENP1 inh, O=C(NCc1ccccn1)c1cccn1-c1ncc(C(F)(F)F)cc1Cl reads -1
In A3A deaminase, COc1cc(C(=O)OC2CSCC2NC(=O)c2ccccc2)cc(OC)c1OC (stereo not given) reads -1

These rows are one share of the data; the hit share may differ from the screen's.
